Screening results: PubChem, several laboratories
bIAP activator – increases bovine intestinal alkaline phosphatase activity. purified bovine IAP, CDP-star luminescence, 30 min; stronger effect = higher value; fold of DMSO-control signal, blank-subtracted. activation factor at 20 µM. 0.17% of 200,000 active. AID 1016;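 active means activation factor of 2 or more at 20 µM, a signal rise over negative controls twice the positive control's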
PPARg SRC-1 ag – agonists of human PPARgamma SRC-1 coactivator recruitment. PPARgamma-SRC-1 coactivator recruitment biochemical assay. 0.41% of 200,000 active. activation, % at 8 µM. P37231; in the data active means activation above about 19%;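 further: 0% = DMSO and 100% = reference agonist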
Target sequence (P37231 whole entry, looked up): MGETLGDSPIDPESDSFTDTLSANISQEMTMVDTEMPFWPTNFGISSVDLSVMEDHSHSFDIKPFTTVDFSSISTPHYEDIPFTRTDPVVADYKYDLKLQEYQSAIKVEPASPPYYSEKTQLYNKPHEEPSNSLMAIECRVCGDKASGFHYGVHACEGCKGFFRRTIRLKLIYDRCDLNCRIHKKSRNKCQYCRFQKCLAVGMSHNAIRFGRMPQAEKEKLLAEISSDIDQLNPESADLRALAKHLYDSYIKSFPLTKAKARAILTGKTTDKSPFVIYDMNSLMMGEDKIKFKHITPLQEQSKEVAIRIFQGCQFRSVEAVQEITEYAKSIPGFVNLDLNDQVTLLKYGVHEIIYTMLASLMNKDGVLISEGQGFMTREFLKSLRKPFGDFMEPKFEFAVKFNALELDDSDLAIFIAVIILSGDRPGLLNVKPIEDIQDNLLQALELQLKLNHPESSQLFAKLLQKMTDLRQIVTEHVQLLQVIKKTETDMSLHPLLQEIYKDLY
TNAP inh noacc – blocks human TNAP activity with no phosphate acceptor present | P05186 | purified TNAP, CDP-star luminescence, 30 min | inhibition, % at 20 µM | 0.26% of 200,000 active | AID 1012;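 active means tissue-nonspecific alkaline phosphatase inhibition above about 50% at 20 µM in the single-dose screen, limit read from the data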;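 further: 0% = DMSO negative control and 100% = EDTA positive control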
Target sequence (P05186 whole entry, looked up): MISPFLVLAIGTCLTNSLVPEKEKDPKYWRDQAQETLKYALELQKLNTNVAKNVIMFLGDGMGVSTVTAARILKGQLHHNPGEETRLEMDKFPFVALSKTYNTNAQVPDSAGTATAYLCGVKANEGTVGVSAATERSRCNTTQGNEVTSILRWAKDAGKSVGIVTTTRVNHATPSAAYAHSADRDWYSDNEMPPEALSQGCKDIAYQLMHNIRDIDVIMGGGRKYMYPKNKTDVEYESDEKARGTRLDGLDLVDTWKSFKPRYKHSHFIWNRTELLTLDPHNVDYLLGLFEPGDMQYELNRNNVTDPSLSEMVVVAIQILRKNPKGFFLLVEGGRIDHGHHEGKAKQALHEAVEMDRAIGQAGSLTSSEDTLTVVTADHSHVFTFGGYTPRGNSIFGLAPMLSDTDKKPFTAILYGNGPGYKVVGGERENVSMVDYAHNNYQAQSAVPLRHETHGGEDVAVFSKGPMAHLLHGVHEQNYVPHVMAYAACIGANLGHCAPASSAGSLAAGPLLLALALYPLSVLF
TR-FRET SRC-2 ct – flags TR-FRET format artefacts in PPARgamma SRC-2 recruitment agonist screen; TR-FRET artefact counter-screen; stronger effect = higher value; TR-FRET ratio at 8 µM; 0.4% of 200,000 active; in the data active means TR-FRET ratio above about 2000; further: inactives centre near 1500
bIAP inhibitor – intestinal alkaline phosphatase (bovine) inhibition. purified bovine IAP, CDP-star luminescence, 30 min. inhibition, % at 20 µM. 190,000 tested, under 10 active;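 active means over 50% inhibition of intestinal alkaline phosphatase at 20 µM in the single-dose screen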
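Assay system – bovine IAP enzyme · Quantity – bovine IAP at 1/65,000,000 final dilution · Detection – CDP-star luminescence signal · Times – 30 min reaction at room temperature · Also added – CDP-star substrate at 30 µM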
TNAP act hiacc – activators of human TNAP at high phosphate acceptor concentration. P05186. purified TNAP, CDP-star luminescence, 1 M DEA, 30 min; stronger effect = higher value; 0 = EDTA background, 1 = DMSO-only activity. activation factor at 20 µM. 200,000 tested, under 10 active. AID 1136;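 active means activation factor at least 2 at 20 µM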
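Dosing: 20 µM single point. System: human TNAP. Amount: TNAP 1/800 final. Incubation: 30 min, room temperature. Read-out: TNAP activation factor scaled between EDTA and DMSO control wells. Signal: luminescence from CDP-star hydrolysis. Medium: 1 M DEA, pH 9.8, Mg2+, Zn2+. Control set: EDTA negative control, DMSO positive control.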
TNAP inh hi DEA – blocks human TNAP under high phosphate acceptor concentration. P05186. purified TNAP, CDP-star luminescence, 1 M DEA. inhibition, % at 20 µM. 0.03% of 200,000 active;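 active means over 50% inhibition of tissue-nonspecific alkaline phosphatase at 20 µM in the single-dose screen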;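 further: plate controls were DMSO wells for no effect and EDTA-quenched wells as full inhibition for full effect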
PPARg SRC3 recr – promotes SRC-3 coactivator recruitment by human PPARgamma. P37231. biochemical PPARgamma/SRC-3 coactivator recruitment assay. activation, % at 8 µM. 0.26% of 200,000 active; in the data active means activation above about 23%;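 further: 0% = DMSO and 100% = reference agonist; some compounds past the cut are filed as inactive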
HMGR II inh – inhibitors of class II HMG-CoA reductase from Enterococcus faecalis | purified E. faecalis HMGR, NADPH absorbance 340 nm kinetic | AID 1066 | 0.41% of 190,000 active | inhibition, % at 10 µM;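 active means inhibition above a set limit, the median over all tested compounds plus 3 SD, cut at about 9.5% in these data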;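 further: enzyme runs in reverse so mevalonate oxidation gives rising NADPH absorbance; 0% = complete reaction with DMSO and 100% = background rate lacking mevalonate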
PPARg SRC-2 ag – agonists of SRC-2 recruitment by human PPARgamma; PPARgamma LBD-SRC-2 recruitment, biochemical; activation, % at 8 µM; 0.34% of 200,000 active; in the data active means activation above about 22%;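 further: 0% = vehicle and 100% = reference agonist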
The depositor's hits bear a star; . = not tested or not shown. Compounds were not picked by outcome; any-hit rate near 1.6%.

SMILES | bIAP activator | PPARg SRC-1 ag | TNAP inh noacc | TR-FRET SRC-2 ct | bIAP inhibitor | TNAP act hiacc | TNAP inh hi DEA | PPARg SRC3 recr | HMGR II inh | PPARg SRC-2 ag
C=CCOC(=O)C1=C(C)N(C)C(=O)NC1c1cc2c(cc1Br)OCO2 (stereo not drawn) | 1 | -2 | -8 | 1480 | 4 | 1 | 0 | -4 | -4 | -3
Cc1ccc(N2C(=O)CN(Cc3cccs3)C2=S)cc1C | 1 | -4 | -20 | 1493 | 0 | 1 | -4 | 6 | 9 | 1
On1cnnc1-c1ccccc1 | 1 | 1 | -16 | 1417 | -2 | 1.1 | -6 | 5 | 2 | -1
Cc1nc(-c2ccccc2)sc1-c1ccnn1C | 1.1 | 5 | -16 | 1607 | -7 | 1 | -3 | 2 | -5 | 4
O=C(/C=C/c1ccc(Br)cc1)Nc1ccc(S(=O)(=O)Nc2ncccn2)cc1 | 1.1 | 7 | 2 | 1651 | -6 | 1 | 0 | -2 | 2 | 6
O=C(NCc1ccco1)c1ccccc1Nc1ccc(F)cc1 | 0.6 | -3 | -16 | 1546 | 44 | 1.1 | -5 | -22 | -1 | 3
CCN(CC)C(=O)CSc1ncccc1-c1nc2ccccc2[nH]1 | 1 | 1 | -11 | 1594 | -3 | 1.1 | -7 | 3 | 0 | 4
C=CCn1c(SCC(=O)c2cc(C)n(CCOC)c2C)nc2sc(C)c(C)c2c1=O | 1.1 | 6 | -10 | 1516 | -8 | 1 | -1 | -5 | -3 | -3
COc1ccc(C2(CNC(=O)c3ccc(OC)c([N+](=O)[O-])c3)CCCCC2)cc1OC | 1 | 4 | -5 | 1528 | 3 | 0.9 | 5 | 4 | 1 | 1
CC(=O)Nc1ccc2c(c1)nc1n2CCSC1 | 1 | -1 | 13 | 1577 | 2 | 1 | -4 | -8 | -2 | 9
CCCSC1=C(C#N)C2(CCCCC2)C(C#N)=C(N)N1 | 0.9 | -7 | -8 | 1405 | 13 | 1 | 2 | 3 | -3 | 0
CCc1cccc(C)c1NC(=O)C1C2CCC(O2)C1C(=O)O (stereo not drawn) | 1 | -1 | -12 | 1532 | -1 | 1.1 | -5 | -3 | 1 | 5
CCOC(=O)COc1cc2oc(=O)cc(C)c2cc1[N+](=O)[O-] | 1 | 11 | -2 | 1547 | -2 | 1 | 0 | -5 | -3 | -8
COc1ccccc1NC(=O)C1C2CCCCC21 (stereo not drawn) | 0.8 | -2 | -13 | 1507 | 17 | 1.1 | -8 | 0 | 1 | -1
Cn1nnnc1SCc1ccc(C(=O)Nc2nccs2)cc1 | 0.9 | 1 | -6 | 1544 | 12 | 1 | 1 | 5 | 1 | -3
COc1ccc(-n2nc([N+](=O)[O-])c(=NCc3ccc4c(c3)OCO4)n2O)cc1 | 1 | 3 | -2 | 1546 | 5 | 0.9 | 6 | 3 | -9 | 2
CCC(C(=O)Nc1ccncc1)c1ccccc1 (stereo not drawn) | 1 | 4 | 2 | 1571 | 1 | 1 | 3 | 5 | -7 | -4
Cc1ccc(Cl)c(NC(=S)N(CCCN2CCOCC2)Cc2ccco2)c1 | 1 | 2 | -4 | 1652 | 2 | 1 | 0 | 4 | -1 | 1
Cc1nn(C)c(C)c1CNC(=O)Nc1ccc(Cl)cc1 | 1.1 | -8 | -16 | 1393 | -6 | 1.1 | -5 | 1 | 5 | -1
Nc1nc(-c2ccccc2)nc(-c2ccccc2O)n1 | . | -6 | . | 1464 | . | . | . | -2 | . | -2
COc1ccc(NS(=O)(=O)c2ccc(C(=O)N3CCN(Cc4ccccc4)CC3)cc2)cc1 | 1.1 | 6 | -11 | 1649 | -15 | 1 | 0 | 1 | -5 | -2
CN(C)c1nc(N)c([N+](=O)[O-])c(NCc2ccccc2)n1 | 1 | 7 | -8 | 1440 | -1 | 1 | 1 | 1 | -5 | 11
Cc1[nH]n(-c2ccccc2)c(=O)c1C=Nc1cnc2ccccc2c1 | 1.2 | 1 | -14 | 1369 | -24 | 1.1 | -13 | -7 | -3 | 0
CCc1ccc(NC(=O)Nc2ccc3c(c2)N(C)C(=O)CS3)cc1 | 0.9 | 4 | -12 | 1680 | 13 | 1.1 | -7 | -2 | -2 | -7
O=C(O)c1cc2sccc2s1 | 1 | 15 | -12 | 1871 | 0 | 1 | -2 | 13 | 0 | 7

Some of the entries so far, with tabs.
compound	bIAP activator	PPARg SRC-1 ag	TNAP inh noacc	TR-FRET SRC-2 ct	bIAP inhibitor	TNAP act hiacc	TNAP inh hi DEA	PPARg SRC3 recr	HMGR II inh	PPARg SRC-2 ag
C=CCOC(=O)C1=C(C)N(C)C(=O)NC1c1cc2c(cc1Br)OCO2 (stereo not drawn)	1	-2	-8	1480	4	1	0	-4	-4	-3
Cc1ccc(N2C(=O)CN(Cc3cccs3)C2=S)cc1C	1	-4	-20	1493	0	1	-4	6	9	1
On1cnnc1-c1ccccc1	1	1	-16	1417	-2	1.1	-6	5	2	-1

Looked up by compound from the entries so far:
SMILES | bIAP activator | PPARg SRC-1 ag | TNAP inh noacc | TR-FRET SRC-2 ct | bIAP inhibitor | TNAP act hiacc | TNAP inh hi DEA | PPARg SRC3 recr | HMGR II inh | PPARg SRC-2 ag
Cc1nc(-c2ccccc2)sc1-c1ccnn1C | 1.1 | 5 | -16 | 1607 | -7 | 1 | -3 | 2 | -5 | 4
O=C(NCc1ccco1)c1ccccc1Nc1ccc(F)cc1 | 0.6 | -3 | -16 | 1546 | 44 | 1.1 | -5 | -22 | -1 | 3
Cc1ccc(Cl)c(NC(=S)N(CCCN2CCOCC2)Cc2ccco2)c1 | 1 | 2 | -4 | 1652 | 2 | 1 | 0 | 4 | -1 | 1
Nc1nc(-c2ccccc2)nc(-c2ccccc2O)n1 | . | -6 | . | 1464 | . | . | . | -2 | . | -2

New compounds follow:
SMILES | bIAP activator | PPARg SRC-1 ag | TNAP inh noacc | TR-FRET SRC-2 ct | bIAP inhibitor | TNAP act hiacc | TNAP inh hi DEA | PPARg SRC3 recr | HMGR II inh | PPARg SRC-2 ag
O=C(CSc1ccccn1)N1CCN(C(=O)CSc2ccccn2)CC1 | 1 | . | -6 | . | 4 | 1.1 | -5 | . | . | .
Cc1cccc(C(=O)NCCNC(=O)c2cccc(C)c2)c1 | 1 | -2 | -16 | 1528 | 0 | 1 | -2 | 5 | -5 | 7
COc1ccc(NC(=O)C2CCCN2S(=O)(=O)c2ccc(C)cc2)cc1 (stereo not drawn) | 1.1 | -6 | -25 | 1396 | -5 | 1.1 | -8 | -6 | -4 | 6
COc1ccc(C2C(C(C)=O)=C(O)C(=O)N2c2cccnc2)cc1OC (stereo not drawn) | 0.9 | 4 | -23 | 1505 | 10 | 1.1 | -5 | 15 | -6 | -1
c1ccc(Cc2nnc3sc(-c4ccc5c(c4)OCO5)nn23)cc1 | . | 4 | . | 1491 | . | . | . | 10 | . | 4
CC1(C)CC(=O)c2cnn(-c3nc4ccccc4[nH]3)c2C1 | 1.2 | 4 | -7 | 1559 | -22 | 1 | 1 | 1 | 3 | 7
O=C(NCc1ccccc1)c1cc(=O)nc2sc(-c3ccccc3)nn12 | 0.9 | 6 | -3 | 1484 | 6 | 1 | 1 | 0 | -3 | 1
CC1CCc2c(sc3ncnc(N4CCOCC4)c23)C1 (stereo not drawn) | 1 | 0 | -6 | 1432 | 5 | 1 | 1 | 6 | -1 | 4
CN(C)S(=O)(=O)c1cccc(NC(=O)COC(=O)CCC(=O)c2ccc(F)cc2)c1 | 0.9 | 9 | -18 | 1786 | 14 | 1 | -1 | 3 | -2 | -4
CCOC(=O)c1cccc(NC(=O)/C=C/c2cccc([N+](=O)[O-])c2)c1 | 0.9 | 8 | 1 | 1366 | 5 | 0.9 | 6 | -6 | -1 | -4
O=C(Cc1ccccc1)Nc1cc(C(=O)c2ccccc2)ccc1N1CCOCC1 | 1 | 4 | -17 | 1618 | 3 | 1 | -4 | 12 | 0 | 16
CCOC(=O)N1CCC(NC(=O)C2CCC(Cn3c(=O)[nH]c4ccccc4c3=O)CC2)CC1 (stereo not drawn) | . | -1 | . | 1436 | . | . | . | 8 | . | 2
CC(C)(OC(=O)NC(=O)C(F)(F)F)C(C)(C)OC(=O)NC(=O)C(F)(F)F | 1.1 | 2 | -6 | 1780 | -6 | 1 | -3 | 3 | -2 | -1
O=C(CCC(=O)Nc1ccccc1)NNC(=O)CCc1ccccc1 | 1.3 | 10 | -9 | 1725 | -28 | 1 | -3 | 2 | -4 | 12
CCCNC(=O)NC(C)C12CC3CC(CC(C3)C1)C2 (stereo not drawn) | 0.9 | -1 | -6 | 1556 | 7 | 1 | 2 | 5 | -4 | 4
COc1ccc(C(=O)Nc2cccc(/C(C)=N/NC(=O)c3ccc([N+](=O)[O-])c(C)c3)c2)cc1OC | 0.9 | 6 | -3 | 1559 | 12 | 1 | 1 | 2 | -5 | 13
Cn1cc([N+](=O)[O-])c(C(=O)N/N=C/c2ccc([N+](=O)[O-])cc2)n1 | 0.9 | 2 | -2 | 1717 | 13 | 1 | -2 | 6 | -4 | 0
Cc1ncc([N+](=O)[O-])n1Cc1cccc2ccccc12 | 0.9 | 0 | -8 | 1628 | 14 | 1.1 | -5 | -2 | -4 | -4
O=C(O)c1ccc2c(c1)nnn2C1CCCCC1 | 0.9 | 4 | -8 | 1549 | 6 | 1 | -3 | -3 | -7 | -8
CCCCc1c(C)nc2ccccc2c1SCCC(=O)O | 1.1 | -6 | -10 | 1397 | -9 | 1.1 | -6 | -1 | -6 | 0
O=C(O)C1CCN1C1CCCCC1 (stereo not drawn) | 0.9 | 4 | -15 | 1610 | 6 | 1 | -4 | 13 | -2 | -3
O=C(c1cccc(S(=O)(=O)N2CCOCC2)c1)N1CCN(c2ccc(F)cc2)CC1 | 1 | -2 | -7 | 1605 | 4 | 1.1 | -6 | 4 | -5 | 12
COC(=O)c1ccc(CSc2nnnn2C)o1 | 1 | 8 | -12 | 1671 | 0 | 1 | -5 | -1 | 0 | 8
O=C(CN1CCOCC1)Nc1ccccc1C(=O)O | 1 | 3 | -11 | 1533 | 5 | 1 | 1 | 11 | -4 | 10
CCCOc1ccc(N2C(=O)C3C(C(C)C)NC4(C(=O)c5ccccc5C4=O)C3C2=O)cc1 (stereo not drawn) | 0.9 | -6 | -5 | 1588 | 9 | 1 | 0 | -10 | -1 | -5
O=S(=O)(c1cc(Cl)ccc1Br)N1CCCCC1 | 0.8 | 13 | -4 | 1315 | 20 | 1 | 1 | 1 | -2 | -1
CCOC(=O)Cc1nnc(Nc2cc(C)ccc2C)c2ccccc12 | 0.7 | 6 | -10 | 1610 | 33 | 1.1 | -6 | 0 | 2 | 7
